Compound activity: PubChem, several laboratories
NPY Y2 blocker = NPY-Y2 receptor antagonists, primary screen, cell-based. Neuropeptide Y receptor type 2 (Homo sapiens), P49146. inhibition, % at 2.7 µM. NPY-Y2 expressing cells, antagonist mode. actives 0.99% (n = 140,000); in the data active means inhibition above about 17%;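 further: 0% = vehicle with agonist challenge and 100% = reference antagonist with challenge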
Target sequence (P49146 whole entry, looked up): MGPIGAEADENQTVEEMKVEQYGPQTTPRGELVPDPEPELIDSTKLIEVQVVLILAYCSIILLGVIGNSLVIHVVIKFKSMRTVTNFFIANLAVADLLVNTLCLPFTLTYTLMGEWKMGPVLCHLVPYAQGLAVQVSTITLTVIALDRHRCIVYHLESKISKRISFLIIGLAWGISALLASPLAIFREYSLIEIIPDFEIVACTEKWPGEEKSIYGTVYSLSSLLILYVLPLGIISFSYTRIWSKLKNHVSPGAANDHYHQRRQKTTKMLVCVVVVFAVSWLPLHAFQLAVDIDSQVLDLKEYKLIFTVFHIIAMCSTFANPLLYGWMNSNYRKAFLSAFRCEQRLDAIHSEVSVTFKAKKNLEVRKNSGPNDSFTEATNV
Yeast lifespan up = compounds extending yeast replicative lifespan, primary screen, S. cerevisiae, OD615. actives 0.68% (n = 130,000). S. cerevisiae growth with nicotinamide; deaD strain in restrictive glucose medium. inhibition of the nicotinamide effect, % at 10 µM;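 active means inhibition above a set limit, placed 3 SD over the median of all compounds, cut at about 26% in these data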;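 further: 0% = nicotinamide-treated wells and 100% = cells grown without nicotinamide; some compounds called inactive have numbers as strong as hits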
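assay system = DeaD-strain S. cerevisiae | buffer or medium = restrictive glucose medium | reagent = 1.5 mM nicotinamide | compound = 10 µM single point, 0.25% DMSO | incubation = 48 h compound exposure at 30 °C, humidified | signal = OD615 measurement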
Measles CPE = compounds protecting cells from measles virus cytopathic effect, primary screen, measles RdRp inhibitor project, single point, MLSMR library, absorbance; AID 841, 2007; protection (pct of control), % at 4 µM; Measles virus-infected cells, CPE protection; actives 1.5% (n = 140,000); in the data active means protection mostly above about 24%, no sharp cut-off; inactive means mostly below about 26%; further: some compounds called inactive have numbers as strong as hits
Phagocytosis inh = inhibitors of macrophage phagocytosis, primary screen, imaging, J774A.1 cells, IgG beads; actives 0.07% (n = 110,000); AID 1029, 2008; inhibition, % at 5 µM; J774A.1 macrophage IgG-bead phagocytosis;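 active means inhibition above the mean of the plate negative controls plus 5 SD, cut at about 13% in these data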;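 further: phagocytic index as fraction of beads internalized from green versus red external bead signal; plate controls were DMSO negative control for no effect and cytochalasin-D positive control for full effect; some results beyond the cut were filed as inactive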
MRP-1 activ = H69AR viability gain despite doxorubicin, primary screen, MRP-1 activator project, H69AR cells, CellTiter-Glo. viability increase, % at 10 µM. viability rescue. AID 799, 2007. actives 0.61% (n = 140,000);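 active means viability gain under doxorubicin at or above a set limit, the compound median plus 3 SD, cut at about 4.7% in these data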;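 further: MRP-1 overexpressing cells given doxorubicin 25 µM after compound pretreatment; 18-22 h compound pretreatment then 72 h with doxorubicin before readout; 0% = doxorubicin-only wells and 100% = vehicle-treated cells without doxorubicin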
GALR2 blocker = GALR2 antagonists in receptor-expressing cells, primary screen. Galanin receptor type 2 (Homo sapiens), O43603. antagonist mode. inhibition, % at 4 µM. actives 0.39% (n = 140,000). AID 828, 2007; in the data active means inhibition above about 27%;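 further: cells stimulated with galanin 1-16 at roughly its EC80; 0% = agonist challenge control and 100% = basal control without agonist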
Target sequence (O43603 whole entry, looked up): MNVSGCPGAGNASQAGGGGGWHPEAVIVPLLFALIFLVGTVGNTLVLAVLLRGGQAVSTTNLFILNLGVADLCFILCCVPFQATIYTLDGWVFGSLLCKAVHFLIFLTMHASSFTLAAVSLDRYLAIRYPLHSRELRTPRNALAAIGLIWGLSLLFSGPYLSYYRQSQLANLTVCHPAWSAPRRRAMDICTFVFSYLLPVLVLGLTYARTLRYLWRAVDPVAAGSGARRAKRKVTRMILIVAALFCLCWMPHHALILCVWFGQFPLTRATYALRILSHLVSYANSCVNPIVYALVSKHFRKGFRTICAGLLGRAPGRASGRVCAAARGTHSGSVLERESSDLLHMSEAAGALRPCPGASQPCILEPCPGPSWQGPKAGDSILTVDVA
Yeast growth inh = growth inhibitors of yeast BB579 in restrictive medium, primary screen, yeast lifespan-shortening project, S. cerevisiae. actives 0.51% (n = 140,000). inhibition, % at 10 µM. OD615, 48 h;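 active means inhibition above a set limit, 3 SD over the mean compound inhibition, cut at about 44% in these data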; further: inactives centre near -24
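test system = yeast BB579 (DeaD) | buffer or medium = restrictive CSMM-D medium | doses = single compound dose of 10 µM, 0.25% DMSO final | times = 4 h preincubation and 48 h exposure at 30 °C | technique = culture absorbance at 615 nm | benchmarks = amphotericin B 10 µg/mL, positive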
HCT116 bCat-KO = primary screen for growth suppressors in beta-catenin knockout HCT116 cells (colon tumor, human). HCT116 beta-catenin knockout viability, CellTiter-Glo, 60 h; stronger effect = lower value. viability, % at 10 µM. actives 1.5% (n = 140,000);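 active means viability at or under a set limit, the compound median less 4 SD, cut at about 6% in these data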;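 further: 0% = Hyamine 1622 control at 20 µM and 100% = untreated cell control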
HCT116 PTEN-null = growth suppression of PTEN-null HCT116, primary screen, cell-based, CellTiter-Glo; HCT116 PTEN-null viability, 60 h; stronger effect = lower value; viability, % at 10 µM; actives 1.2% (n = 140,000); AID 827, 2007;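 active means viability at or below a set limit, 4 SD under the median of all tested compounds, cut at about 3.7% in these data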;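 further: PTEN knockout HCT116 line with beta catenin targeted HCT116 as companion control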
E-sel TNF inh = E-selectin induction blockers in HUVEC – imaging, immunofluorescence, high content, primary screen; HUVEC TNFa-induced E-selectin immunofluorescence; inhibition, % at 2 µM; actives 0.71% (n = 120,000); AID 1246, 2008;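 active means inhibition above the batch mean plus 3 SD, and confirmed as a hit on visual image review, cut at about 43% in these data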;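 further: 0% = TNF-stimulated DMSO wells and 100% = unstimulated control wells; not every result past the cut was called active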
* marks the source's active call; other numbers are inactive results; / = not tested or not shown.

#1 CCOn1c(=O)c(-c2ccc(Cl)cc2)[n+]([O-])c2ccccc21
#2 CCOC(=O)c1c(NC(=O)C2=C(C)NC(=S)NC2c2ccccc2C(F)(F)F)sc(C)c1C (stereo unspecified)
#3 Cc1onc(-c2ccccc2)c1C(=O)N1CCN(C(=O)c2ccco2)CC1
#4 Cn1ccc(C(=O)Nc2ccc(Br)cc2Br)n1
#5 COc1ccc(Cl)cc1N(CC(=O)N1CCN(Cc2ccccc2)CC1)S(C)(=O)=O
#6 CC(C)(CNC(=O)C1CCCC1)CNC(=O)C1CCCC1
#7 O=C(CSc1ncn(-c2ccccc2)n1)Nc1nc2c(s1)CCCC2
#8 CN(C)c1ccc(/C=C/c2ccncc2)cc1
assay / compound	1	2	3	4	5	6	7	8
NPY Y2 blocker	3	8	-1	2	1	2	6	5
Yeast lifespan up	-6	-4	-4	-7	-14	1	-14	-6
Measles CPE	3	13	6	27	18	14	11	19
Phagocytosis inh	2	-2	0	6	0	0	0	2
MRP-1 activ	-2.6	-3.8	-1.5	1.4	-1.3	-0.3	-1.9	0.3
GALR2 blocker	-14	1	2	11	-5	6	-6	-4
Yeast growth inh	-22	-61	5	-50	-37	16	-72	-92
HCT116 bCat-KO	90	47	99	94	102	87	90	88
HCT116 PTEN-null	96	42	112	101	94	90	90	101
E-sel TNF inh	9	/	6	-3	/	-10	-13	-12

#9 Cc1cccc(CSCc2nnc(N)s2)c1
#10 CCN(CC)S(=O)(=O)c1cc(C)c(C)cc1Br
#11 COC(=O)c1ccccc1NC(=O)CN(c1cc(OC)ccc1OC)S(C)(=O)=O
#12 Clc1ccc(-n2nnnc2-c2cnc(-c3ccccn3)nc2-c2cccs2)cc1
#13 Cc1sc(NC(=O)CN(Cc2ccccc2)C(=O)C(C)C)c(C(N)=O)c1C
#14 CCN(CC)CCCn1c(=S)[nH]c2cc(C(=O)OC)ccc2c1=O
#15 O=C(Cn1cnc2c(nnn2-c2ccc(F)cc2)c1=O)NCC1CCCO1 (stereo unspecified)
#16 COc1ccc(C(=O)NN/C(C)=C/C(=O)C(F)(F)C(F)(F)C(F)(F)F)cc1
assay / compound	9	10	11	12	13	14	15	16
NPY Y2 blocker	4	1	2	6	2	3	0	2
Yeast lifespan up	-7	11	-12	/	-2	22	/	17
Measles CPE	16	13	6	4	17	34	30	5
Phagocytosis inh	1	/	-1	/	-7	-2	/	-3
MRP-1 activ	-0.3	-3.1	-2.3	-4.5	-1.0	-4.8	-3.2	4.6
GALR2 blocker	5	-5	2	8	10	-9	2	9
Yeast growth inh	-45	-18	5	-43	-27	-26	-8	-2
HCT116 bCat-KO	96	94	101	81	63	105	95	23
HCT116 PTEN-null	109	81	95	75	81	94	89	29
E-sel TNF inh	/	-4	9	-30	/	-3	-38	/

#17 Cc1csc(NC(=O)CSc2nnc(-c3ccoc3C)n2CCc2ccccc2)n1
#18 Cc1ccc(OCCC(=O)OCC(=O)C(C)(C)C)cc1
#19 C/C(O)=C/c1nc2ccccc2[nH]c1=O
#20 COC(=O)/C(C(C)=O)=C(\C=C\N(C)C)N(C)C
#21 O=c1[nH]nc(Cc2ccc3ccccc3n2)c2ccccc12
#22 CC(C)C(=O)Nc1cccc(NC(=S)NC(=O)c2ccc(Cl)cc2)c1
#23 CCC1(C)Cc2c(sc3nnn(Cc4ccccc4Cl)c(=O)c23)CO1 (stereo unspecified)
#24 COc1ccc(C2N(C(=O)N3CCOCC3)CCN2S(=O)(=O)c2ccc(C)cc2)cc1 (stereo unspecified)
assay / compound	17	18	19	20	21	22	23	24
NPY Y2 blocker	5	10	1	2	2	4	2	0
Yeast lifespan up	-7	-4	-4	-9	-5	-12	9	2
Measles CPE	3	9	12	3	6	5	7	9
Phagocytosis inh	0	-2	-8	-1	-2	1	/	/
MRP-1 activ	-1.6	0.1	1.0	1.0	-3.5	-2.6	8.0*	-2.2
GALR2 blocker	15	3	0	-3	11	-3	-6	4
Yeast growth inh	-31	-6	-13	-5	-12	-6	-53	-14
HCT116 bCat-KO	84	90	92	103	82	30	60	94
HCT116 PTEN-null	88	102	92	92	76	37	76	90
E-sel TNF inh	12	10	/	21	21	-6	15	16

#25 COC(=O)CNC(=O)C(C)(C)Oc1ccc(Cl)cc1
#26 O=C(CC(c1ccccc1)c1ccco1)Nc1nccs1 (stereo unspecified)
#27 O=C(CSc1nnnn1-c1ccccc1)NCc1cccs1
#28 COC(=O)c1cc2c(ccn2-c2ccc(F)cc2)n1CC(=O)N1CCN(C(=O)c2ccco2)CC1
assay / compound	25	26	27	28
NPY Y2 blocker	-1	5	2	4
Yeast lifespan up	-8	-2	-22	-11
Measles CPE	7	25*	28	4
Phagocytosis inh	/	-3	1	-2
MRP-1 activ	-0.8	-1.0	-2.1	-3.0
GALR2 blocker	-2	-5	-6	-2
Yeast growth inh	-67	-29	-20	0
HCT116 bCat-KO	98	74	106	72
HCT116 PTEN-null	98	69	101	64
E-sel TNF inh	22	-4	-30	7

Molecules from the list above that have bromine (2):
#4 Cn1ccc(C(=O)Nc2ccc(Br)cc2Br)n1
#10 CCN(CC)S(=O)(=O)c1cc(C)c(C)cc1Br
assay / compound	4	10
NPY Y2 blocker	2	1
Yeast lifespan up	-7	11
Measles CPE	27	13
Phagocytosis inh	6	/
MRP-1 activ	1.4	-3.1
GALR2 blocker	11	-5
Yeast growth inh	-50	-18
HCT116 bCat-KO	94	94
HCT116 PTEN-null	101	81
E-sel TNF inh	-3	-4

Copied from above: nos. 16–25
#16 COc1ccc(C(=O)NN/C(C)=C/C(=O)C(F)(F)C(F)(F)C(F)(F)F)cc1
#17 Cc1csc(NC(=O)CSc2nnc(-c3ccoc3C)n2CCc2ccccc2)n1
#18 Cc1ccc(OCCC(=O)OCC(=O)C(C)(C)C)cc1
#19 C/C(O)=C/c1nc2ccccc2[nH]c1=O
#20 COC(=O)/C(C(C)=O)=C(\C=C\N(C)C)N(C)C
#21 O=c1[nH]nc(Cc2ccc3ccccc3n2)c2ccccc12
#22 CC(C)C(=O)Nc1cccc(NC(=S)NC(=O)c2ccc(Cl)cc2)c1
#23 CCC1(C)Cc2c(sc3nnn(Cc4ccccc4Cl)c(=O)c23)CO1 (stereo unspecified)
#24 COc1ccc(C2N(C(=O)N3CCOCC3)CCN2S(=O)(=O)c2ccc(C)cc2)cc1 (stereo unspecified)
#25 COC(=O)CNC(=O)C(C)(C)Oc1ccc(Cl)cc1
assay / compound	16	17	18	19	20	21	22	23	24	25
NPY Y2 blocker	2	5	10	1	2	2	4	2	0	-1
Yeast lifespan up	17	-7	-4	-4	-9	-5	-12	9	2	-8
Measles CPE	5	3	9	12	3	6	5	7	9	7
Phagocytosis inh	-3	0	-2	-8	-1	-2	1	/	/	/
MRP-1 activ	4.6	-1.6	0.1	1.0	1.0	-3.5	-2.6	8.0*	-2.2	-0.8
GALR2 blocker	9	15	3	0	-3	11	-3	-6	4	-2
Yeast growth inh	-2	-31	-6	-13	-5	-12	-6	-53	-14	-67
HCT116 bCat-KO	23	84	90	92	103	82	30	60	94	98
HCT116 PTEN-null	29	88	102	92	92	76	37	76	90	98
E-sel TNF inh	/	12	10	/	21	21	-6	15	16	22
